MIN6 prolif: induces beta-cell replication in MIN6 cells. MIN6 cells proliferation, ATPlite luminescence, 48 h; cells starved in 0.2% serum; 100% = growth in 10% serum. proliferation, % at 10 µM. 330,000 compounds, 0.29% hits;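 active = compounds whose signal lies at least 3.5 SD above the mean of all wells on their plate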;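 note: 0% = DMSO-treated cells in low-serum medium and 100% = 10% serum control; some compounds called inactive have numbers as strong as hits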
NLRP3 yeast inh: inhibitors of NALP3 inflammasome in yeast | Yeast reconstituted NLRP3/ASC/caspase-1, beta-gal luminescence, 24 h | inhibition, % at 10 µM | 330,000 compounds, 0.39% hits;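 active = inhibition of 50% or more; inactive = inhibition below 50%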;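 note: plate controls were induced DMSO wells for no effect and uninduced yeast grown without galactose for full effect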
hIAP act: human IAP activation; P09923; purified human IAP, CDP-Star luminescence, 30 min; stronger effect = higher value; 1 = vehicle-only enzyme, 0 = enzyme-free background; activation factor at 10 µM; 330,000 compounds, 0.16% hits; AID 2524;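 active = activation factor of the enzyme at least 2-fold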; note: the source names both 10 and 20 µM as test concentration; values of inactives mirror those of a sister screen read the other way
Target sequence (P09923 whole entry, looked up): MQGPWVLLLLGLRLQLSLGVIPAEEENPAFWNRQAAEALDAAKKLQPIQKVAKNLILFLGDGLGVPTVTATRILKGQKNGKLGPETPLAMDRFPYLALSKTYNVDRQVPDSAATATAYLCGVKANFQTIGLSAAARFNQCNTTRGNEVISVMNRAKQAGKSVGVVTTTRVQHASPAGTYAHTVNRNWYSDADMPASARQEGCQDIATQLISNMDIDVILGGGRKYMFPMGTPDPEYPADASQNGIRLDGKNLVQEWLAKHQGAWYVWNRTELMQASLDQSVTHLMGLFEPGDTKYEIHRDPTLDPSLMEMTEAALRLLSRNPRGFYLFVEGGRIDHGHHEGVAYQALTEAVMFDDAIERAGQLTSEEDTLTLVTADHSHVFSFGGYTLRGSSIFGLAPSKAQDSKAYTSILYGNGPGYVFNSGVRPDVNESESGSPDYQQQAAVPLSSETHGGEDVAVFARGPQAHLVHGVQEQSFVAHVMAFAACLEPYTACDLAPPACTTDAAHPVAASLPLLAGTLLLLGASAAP
A3G deaminase: inhibitors of human APOBEC3G DNA deaminase; Q9HC16; recombinant A3G, ssDNA deamination FAM/TAMRA fluorescence; inhibition, % at 20 µM; 330,000 compounds, 0.28% hits; AID 493012;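 active = inhibition of at least 40% at 20 µM, with no more than 30% in the related APOBEC3A deaminase screen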;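 note: plate controls were DMSO wells with A3G for no effect and wells lacking A3G enzyme for full effect; some compounds called inactive have numbers as strong as hits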
Target sequence (Q9HC16 whole entry, looked up): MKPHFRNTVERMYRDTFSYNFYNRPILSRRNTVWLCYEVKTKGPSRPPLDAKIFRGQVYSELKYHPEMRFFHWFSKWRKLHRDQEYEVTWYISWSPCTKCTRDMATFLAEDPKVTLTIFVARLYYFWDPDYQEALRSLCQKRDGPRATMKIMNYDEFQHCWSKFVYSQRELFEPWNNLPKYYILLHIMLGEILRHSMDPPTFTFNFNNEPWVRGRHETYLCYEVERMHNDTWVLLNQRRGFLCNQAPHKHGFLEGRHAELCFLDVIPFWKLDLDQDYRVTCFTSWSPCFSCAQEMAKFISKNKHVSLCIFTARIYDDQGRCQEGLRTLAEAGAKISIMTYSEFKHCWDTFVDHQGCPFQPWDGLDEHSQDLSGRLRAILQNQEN
hIAP block: human IAP inhibition | P09923 | purified IAP, CDP-Star luminescence, 30 min | inhibition, % at 10 µM | 330,000 compounds, 0.12% hits;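 active = inhibition reaching a set limit with compound at 10 µM in the primary screen, cut at about 35% in these data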;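 note: plate controls were DMSO wells with enzyme for no effect and no-enzyme buffer wells for full effect; values of inactives mirror those of a sister screen read the other way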
mIAP activ: increases mouse intestinal alkaline phosphatase activity. muIAP, CDP-Star luminescence, 30 min; stronger effect = higher value; 1 = vehicle-only enzyme signal, 0 = enzyme-free wells. activation factor at 10 µM. 330,000 compounds, 0.24% hits. AID 2805;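 active = activation factor of at least 2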; note: the source names both 10 and 20 µM as test concentration; values of inactives mirror those of a sister screen read the other way
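System: Mouse IAP enzyme | Also added: CDP-Star substrate | Dosing: Compounds dispensed in DMSO | Schedule: 30 min enzyme-substrate-compound incubation at room temperature | Technique: Chemiluminescence readout | Control set: DMSO-only wells and no-enzyme negative control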
A3A deaminase: blocks human APOBEC3A ssDNA deamination | 330,000 compounds, 0.41% hits | AID 493011 | P31941 | recombinant A3A, FAM/TAMRA ssDNA deamination fluorescence | inhibition, % at 20 µM;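 active = at least 40% inhibition at 20 µM here, with at most 30% in a related deaminase screen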;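 note: plate controls were A3A with DMSO for no effect and wells lacking A3A enzyme for full effect; some results filed as inactive read as strong as hits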
SENP1 FRET inh: blocks the human SENP1 SUMO protease catalytic domain; Q9P0U3; recombinant SENP1 catalytic domain, CyPet-SUMO1-YPet FRET cleavage; inhibition, % at 10 µM; 360,000 compounds, 0.21% hits; AID 624204;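 active = inhibition at least 30% at 10 µM, raw YFP signal under a set limit, fluorescence ratio 0.5 to 1.5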;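 note: 0% = enzyme with DMSO and 100% = no enzyme wells; some results filed as inactive read as strong as hits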
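Material: hSENP1 catalytic domain, recombinant; medium: Tris pH 8 with BME, BSA, NP40 and catalase; compound: single concentration of 10 µM compound, 0.5% DMSO final; technique: FRET read of cyan and yellow fluorescence; timing: 50 min enzyme reaction, room temperature, light-protected; reagent: SFCypet-SUMO1-SFYpet substrate at 25 nM; control set: no-enzyme low, enzyme-DMSO high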
mIAP block: mouse IAP inhibition. purified mouse IAP, CDP-Star luminescence, 30 min. 330,000 compounds, 0.2% hits. inhibition, % at 10 µM;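 active = inhibition of at least 40% at 10 µM in the primary screen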;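 note: plate controls were DMSO with enzyme for no effect and no enzyme wells for full effect; values of inactives mirror those of a sister screen read the other way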
Active calls of the source: *.

SMILES	MIN6 prolif	NLRP3 yeast inh	hIAP act	A3G deaminase	hIAP block	mIAP activ	A3A deaminase	SENP1 FRET inh	mIAP block
Cc1oc(-c2ccccc2Cl)nc1CN1CCCC1c1ccc(F)cc1 (configuration not stated)	-4	28	1	-3	-2	0.84	-1	-9	16
C=CCN1C(=O)c2ccc(C(=O)N(CCC)CC(=O)Nc3ccccc3C)cc2C1=O	0	-3	1.1	-2	-15	1.1	10	1	-9
Cc1nn(-c2ccccc2)c(C)c1C(=O)OCC(=O)NC12CC3CC(CC(C3)C1)C2	-4	-4	0.81	-2	19	1	3	1	-1
NS(=O)(=O)c1ccc(N2CCCC2=O)c([N+](=O)[O-])c1	-1	10	1.1	-4	-10	0.96	1	-1	4
COC(=O)CN1C(=O)N(c2ccccc2)C(N(O)C(=O)Nc2ccccc2)C1(C)C (configuration not stated)	-2	13	0.97	1	3	1.1	1	0	-9
CCC(C)C(NC(=O)c1ccccc1)C(=O)Nc1ccc(S(=O)(=O)Nc2cc(C)nc(C)n2)cc1 (configuration not stated)	8	17	1.1	-3	-9	1.1	0	-1	-10
COCCN(CCOC)S(=O)(=O)c1ccc(NC(=O)c2cnccn2)cc1	-1	13	1.2	3	-24	1.1	6	-1	-9
Cc1nc(N)sc1C(=O)N/N=C/c1ccco1	2	8	1.2	-8	-21	0.97	1	4	3
CCOC(=O)c1c(C)[nH]c(C(=O)OCc2csc(CC(=O)Nc3ccccc3C)n2)c1C	-3	5	0.89	-4	12	0.97	2	-34	3
CC(C)n1nnnc1SCC(=O)N1CCN(Cc2ccc3c(c2)OCCO3)CC1	4	8	1.1	-2	-12	1.1	-1	1	-8
CC(C)CCNC(=O)C(C)N(C(=O)Cn1nnc(-c2ccc(F)cc2)n1)C1CCCC1 (configuration not stated)	-1	-11	0.86	-3	14	1	1	0	-1
CC1(NC(=O)C2CCCCC2)CCS(=O)(=O)C1 (configuration not stated)	0	10	0.92	-7	8	0.91	2	-1	9
CCN(CC(=O)NCc1ccc(Cl)cc1)C(=O)c1cnc(Cl)c(Cl)c1	0	8	1	-3	-4	1	-1	-1	-2
CCN1CCN(C(=O)C23CCC(C)(C(=O)C2Br)C3(C)C)CC1 (configuration not stated)	-2	-8	1.1	-8	-8	1.1	1	1	-10
O=C1/C(=C/c2ccc(O)cc2)SC(=S)N1Cc1cccnc1	-2	-10	1	-1	0	0.67	0	28	33

Single records (already shown). Values in the order: MIN6 prolif	NLRP3 yeast inh	hIAP act	A3G deaminase	hIAP block	mIAP activ	A3A deaminase	SENP1 FRET inh	mIAP block
`Cc1nn(-c2ccccc2)c(C)c1C(=O)OCC(=O)NC12CC3CC(CC(C3)C1)C2` is listed with -4	-4	0.81	-2	19	1	3	1	-1
`O=C1/C(=C/c2ccc(O)cc2)SC(=S)N1Cc1cccnc1` is listed with -2	-10	1	-1	0	0.67	0	28	33
`CC(C)n1nnnc1SCC(=O)N1CCN(Cc2ccc3c(c2)OCCO3)CC1` is listed with 4	8	1.1	-2	-12	1.1	-1	1	-8
`CCN1CCN(C(=O)C23CCC(C)(C(=O)C2Br)C3(C)C)CC1` (configuration not stated) is listed with -2	-8	1.1	-8	-8	1.1	1	1	-10

New compounds follow
SMILES	MIN6 prolif	NLRP3 yeast inh	hIAP act	A3G deaminase	hIAP block	mIAP activ	A3A deaminase	SENP1 FRET inh	mIAP block
N#Cc1ccccc1OCC(=O)Nc1cccc(S(=O)(=O)N2CCCC2)c1	-3	8	0.97	-8	3	1	-1	-3	0
COC(=O)C1CSC(C(=O)OC)N1C(=O)Nc1ccccc1 (configuration not stated)	2	7	0.99	1	1	0.91	6	3	9
CC1CC(C)CN(CCOCCSc2ccccc2)C1 (configuration not stated)	-2	15	0.93	0	7	1	1	1	-3
CC(/C=N/NC(=O)Cc1cccs1)=C\c1ccccc1	-2	21	0.98	-5	2	0.9	0	2	10
CC(Sc1ccc(Cl)cc1)C(=O)NCc1cccnc1 (configuration not stated)	1	4	1.1	-9	-14	0.91	1	2	9
O=C(/C=C/c1cn(-c2ccccc2)nc1-c1ccc2c(c1)OCCO2)NCCCN1CCOCC1	-1	19	0.99	-9	1	1	-1	1	-2
COc1ccc(CCn2c(C)c(C(C)=O)c(C(C)=O)c2C)cc1OC	1	-5	1	-13	-4	1	0	1	0
CC(C)(C)c1ccc(C(=O)N2CCNC(=O)C2CC(=O)Nc2ccc(F)cc2)cc1 (configuration not stated)	1	-8	1.5	-5	-55	1	-1	-1	-3
NC(N)=NC1=NC(=O)C(Cc2ccccc2)S1 (configuration not stated)	-3	-1	1.1	-2	-10	1	-5	0	-3
Cc1ccc(F)cc1NC(=O)CCNC(=O)c1ccc([N+](=O)[O-])cc1	0	23	1.1	-12	-7	1.1	5	1	-10
CCOc1cc(/C=N\NC(=O)c2ccc(C)nc2)cc([N+](=O)[O-])c1O	3	-46	1.2	-2	-22	0.9	5	3	10
C=CCSc1nc(-c2ccc3c(c2)OCO3)cc(C(F)(F)F)c1C#N	-4	-2	0.72	-3	28	1	-3	-25	-1
Cc1cccc2sc(NC(=O)CCNS(=O)(=O)c3cccs3)nc12	-4	19	1	0	-2	0.89	-3	0	11
O=C(Nc1ccc(Cl)cc1)C1c2cccc[n+]2CC(=O)N1Cc1ccc2c(c1)OCO2 (configuration not stated)	-3	7	1	-1	-4	0.9	7	-24	10
Cc1nc(NCC2CCCO2)c2nnn(Cc3c(F)cccc3Cl)c2n1 (configuration not stated)	-1	3	1	-1	-2	1	1	0	-4
CC12C(=O)N(NC(=O)c3ccncc3)C(=O)C1C1C=CC2C1 (configuration not stated)	0	7	0.9	-7	10	1.1	-4	3	-5
CCCCNc1nc(N)nc(-c2cc(Cl)ccc2O)n1	-4	9	0.99	-6	1	0.9	-1	-19	10
O=C(CC12CC3CC(CC(C3)C1)C2)NCc1ccncc1	-1	11	1.1	-7	-7	1	-4	0	-1
CNC(=O)c1ccsc1NC(=O)c1coc2ccccc2c1=O	-5	3	1.1	-6	-14	0.97	1	4	3
Cc1cnc(NS(=O)(=O)c2ccccc2)c(C)n1	-4	25	1	-8	-1	0.93	-2	0	8
O=C(CSc1nnnn1-c1ccccc1)CC(=O)Nc1ccc(Cl)cc1	-4	12	1	-2	-2	0.9	-1	-1	10
O=C(Nc1cc(Cl)c(Cl)cc1Cl)c1cccnc1	-2	3	0.88	-4	12	1	-6	-2	0
COc1cccc(C(=O)NN=C2CCCC2)c1	2	9	0.92	-12	8	0.95	0	3	5
CC1CCc2nn(CC(=O)N3CCN(C(=O)c4ccco4)CC3)cc2C1 (configuration not stated)	1	-2	1	-4	-3	0.97	-1	1	3
O=C(c1c(O)c2ccccc2oc1=O)C1CCC1	-4	-23	1.1	-5	-8	0.99	0	-2	1
COc1ccc(NC(=O)/C=N/O)cc1	0	-4	1	-3	-5	1	-2	2	-3
O=C(COc1ccc2ccc(=O)oc2c1)N1CCN(C(=O)C2COc3ccccc3O2)CC1 (configuration not stated)	-2	-6	1.2	-4	-21	1.1	-3	1	-8
CN1C(N)=NC(=O)/C1=C/c1ccc(OC(F)(F)F)cc1	2	9	1.3	-4	-29	0.98	0	-9	2
COc1ccccc1OCCCn1cc(C#N)c2ccccc21	-3	24	0.9	-3	10	1.1	-4	-4	-11
O=C(O)CCCNC(=O)c1cccc(C(=O)NCCCC(=O)O)n1	4	-8	0.96	-3	4	1.1	-2	4	-9
CN(C(=O)COC(=O)c1cc(S(=O)(=O)N2CCOCC2)c(Cl)cc1Cl)C1CCS(=O)(=O)C1 (configuration not stated)	-3	6	1.1	-6	-12	1	-2	0	-3
Cc1nc2cccc(C(=O)Oc3ccc([N+](=O)[O-])cc3)c2o1	0	-20	1	-2	-3	0.99	3	0	0
O=C(CSc1nnc(CNC(=O)C23CC4CC(CC(C4)C2)C3)n1-c1ccccc1)Nc1ccc(F)cc1	0	3	0.99	-8	1	1.2	-2	2	-15
FC(F)(F)c1cc(-c2cccs2)n[nH]1	0	5	0.92	-5	8	0.98	-2	-1	2
Cn1c(=O)c2c(nc(-n3ccnc3)n2Cc2ccccc2)n(C)c1=O	-1	9	1.1	-4	-12	0.95	-4	1	5
O=C(COC(=O)Cc1ccsc1)NNC(=O)c1ccccc1	2	25	1.1	3	-8	0.94	5	0	6
COc1ccc(C2=Nn3c(nnc3-c3ccccc3Cl)SC2)cc1OC1CCOC1 (configuration not stated)	4	4	0.87	13	13	0.96	0	1	4
CCCCn1c(N)c(N(CCOC)C(=O)CSc2nnc(-c3ccco3)n2CC)c(=O)[nH]c1=O	1	-7	0.95	-6	5	1	-3	0	0
CCC1(CC)NC(=O)N(CC(=O)OCC(=O)c2cc(C)c(C)cc2C)C1=O	2	17	0.97	-9	3	0.99	-2	-1	1
COc1ccc(C2(C)NC(=O)N(CC(=O)N3CCc4ccccc43)C2=O)cc1OC (configuration not stated)	2	16	0.87	-8	13	0.97	-4	-1	3
Cc1ccc(NC(=S)NCCSc2ccc(Cl)cc2)c(C)c1	-7	32	1	-5	0	2	2	1	-99
CCOC(=O)c1cnc2ccc(Cl)cc2c1N1CCN(C)CC1	-4	-2	0.97	0	3	1.1	-1	-45	-6
N#CC1=C(N)OC2=C(CN(Cc3ccccc3)C/C2=C\c2cccnc2)C1c1cccnc1 (configuration not stated)	0	14	1.1	-4	-10	0.91	-4	-36	9
CS(=O)(=O)c1ccc(C(=O)OCC(=O)NC(=O)C2COc3ccccc3O2)cc1[N+](=O)[O-] (configuration not stated)	-5	15	1.1	-3	-7	1.1	0	1	-8

Reformatted bar-delimited: 5 of the compounds above.
canonical_smiles | MIN6 prolif | NLRP3 yeast inh | hIAP act | A3G deaminase | hIAP block | mIAP activ | A3A deaminase | SENP1 FRET inh | mIAP block
N#CC1=C(N)OC2=C(CN(Cc3ccccc3)C/C2=C\c2cccnc2)C1c1cccnc1 (configuration not stated) | 0 | 14 | 1.1 | -4 | -10 | 0.91 | -4 | -36 | 9
Cc1nc2cccc(C(=O)Oc3ccc([N+](=O)[O-])cc3)c2o1 | 0 | -20 | 1 | -2 | -3 | 0.99 | 3 | 0 | 0
CN(C(=O)COC(=O)c1cc(S(=O)(=O)N2CCOCC2)c(Cl)cc1Cl)C1CCS(=O)(=O)C1 (configuration not stated) | -3 | 6 | 1.1 | -6 | -12 | 1 | -2 | 0 | -3
CCC1(CC)NC(=O)N(CC(=O)OCC(=O)c2cc(C)c(C)cc2C)C1=O | 2 | 17 | 0.97 | -9 | 3 | 0.99 | -2 | -1 | 1
O=C(CSc1nnc(CNC(=O)C23CC4CC(CC(C4)C2)C3)n1-c1ccccc1)Nc1ccc(F)cc1 | 0 | 3 | 0.99 | -8 | 1 | 1.2 | -2 | 2 | -15

Compound activity: PubChem BioAssay, Sanford-Burnham Center for Chemical Genomics

These rows are one share of the data, so the mix of outcomes need not match the whole.
